HTR5A inv ag = inverse agonist of human HTR5A in OPRM1-OPRD1 counter-screen; P47898; HTR5A cell line, luminescence, inverse agonism; inhibition, % at 9.3 µM; actives 0.083% (n = 340,000); AID 504634; in the data active = inhibition mostly above about 23%, no sharp cut-off; inactive = mostly below about 18%;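 also: 0% = cells with DMSO and 100% = no-cell wells with DMSO; some compounds called inactive have numbers as strong as hits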
Target sequence (P47898 whole entry, looked up): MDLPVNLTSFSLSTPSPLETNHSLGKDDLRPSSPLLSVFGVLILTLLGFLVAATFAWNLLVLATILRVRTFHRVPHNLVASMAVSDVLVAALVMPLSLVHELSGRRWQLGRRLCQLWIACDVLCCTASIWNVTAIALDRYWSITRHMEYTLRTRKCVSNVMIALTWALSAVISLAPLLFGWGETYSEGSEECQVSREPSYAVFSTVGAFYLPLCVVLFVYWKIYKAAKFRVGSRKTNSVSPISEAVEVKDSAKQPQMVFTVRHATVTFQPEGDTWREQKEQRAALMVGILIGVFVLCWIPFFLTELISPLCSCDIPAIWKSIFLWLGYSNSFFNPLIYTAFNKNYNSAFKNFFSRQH
OPRM1-OPRD1 inv = inverse agonist of human OPRM1-OPRD1 heterodimerization | P35372+P41143 | cell-based MOR-DOR heterodimer luminescence, inverse agonism | inhibition, % at 9.3 µM | actives 0.21% (n = 340,000) | AID 504357; in the data active = inhibition above about 22%, passing the limit was not always enough;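 also: 0% = cells with DMSO and 100% = wells without cells with DMSO; values of inactives mirror those of a sister screen read the other way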
PKA-R2B activ = activates the human PKA-R2B holoenzyme complex; actives 0.079% (n = 340,000); activation, % at 11.4 µM; PKA-R2B holoenzyme dissociation, Cy5-IP20 fluorescence polarization; R2B truncated from residue 108, S112A mutant; 0% DMSO only, 100% 113 µM cGMP; P22694+P31323;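 active = activation above a cutoff set at the mean over all compounds plus 3 SD, cut at about 18% in these data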;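 also: higher means more holoenzyme dissociation and a rise in polarization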
Target sequence (P31323 whole entry, looked up, other chains not shown, the tested form may be a part): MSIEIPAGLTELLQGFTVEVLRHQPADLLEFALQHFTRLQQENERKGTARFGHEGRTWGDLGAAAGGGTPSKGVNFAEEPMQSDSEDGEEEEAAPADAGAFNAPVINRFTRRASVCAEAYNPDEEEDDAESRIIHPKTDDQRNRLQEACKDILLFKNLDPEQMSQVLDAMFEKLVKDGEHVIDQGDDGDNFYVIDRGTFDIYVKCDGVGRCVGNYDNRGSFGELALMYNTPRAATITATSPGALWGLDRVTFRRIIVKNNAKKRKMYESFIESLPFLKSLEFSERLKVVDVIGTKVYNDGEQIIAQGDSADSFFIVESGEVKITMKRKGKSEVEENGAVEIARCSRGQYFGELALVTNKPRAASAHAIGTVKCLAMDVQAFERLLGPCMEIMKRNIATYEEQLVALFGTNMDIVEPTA
AddAB inh = less growth of phage-infected E. coli with AddAB. E. coli expressing H. pylori AddAB, absorbance growth. inhibition, % at 11.9 µM. actives 0.29% (n = 330,000). AID 435030; in the data active = inhibition above about 12%;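 also: 0% = vehicle wells of infected cells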
PKA-R1A activ = activates the PKA-R1A holoenzyme complex | PKA-R1A dissociation, Cy5-IP20 fluorescence polarization; scaled: DMSO 0%, 113 µM cGMP 100% | activation, % at 11.4 µM | actives 0.083% (n = 340,000) | AID 504707;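 active = percent activation above the mean of all tested compounds plus 3 SD, cut at about 19% in these data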;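 also: higher means more PKAc released from R1A so a rise in polarization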
SUMO Mot1 rescue = inhibitors of SUMOylation pathway: yeast Mot1-301 growth rescue | S. cerevisiae Mot1-301 growth rescue, ATP luminescence, 38.5C; percent above DMSO median, 100 means doubled | growth rescue, % at 18.8 µM | actives 1% (n = 320,000) | AID 2716;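 active = every valid replicate shows activation above 250% relative to neutral control wells; inactive = the rest, any valid replicate at or below 250%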;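 also: OY570 slx delta 5 strain wells were the positive control but not used for scaling; some compounds called inactive have numbers as strong as hits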
Tat transport = E. coli Tat transport inhibition | inhibition, % at 10 µM | E. coli MC4100 TorA-mCherry Tat export, fluorescence | AID 488895 | actives 0.036% (n = 340,000);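 active = mean replicate inhibition at least 50% and at least half of replicates individually reaching 50%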;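 also: exported cargo escapes ClpAP degradation while cytoplasmic cargo is degraded and loses fluorescence; 0% = median of neutral control wells and 100% = median of NaSCN control wells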
phage Ecoli inh = E. coli growth loss with phage present; growth absorbance; AID 651602; actives 0.26% (n = 360,000); inhibition, % at 11.9 µM; in the data active = inhibition above about 11%
MOR-DOR ag = agonists of human mu-delta opioid receptor heterodimerization. P35372+P41143. cells, OPRM1-OPRD1 heterodimerization, luminescence. activation, % at 9.3 µM. actives 0.3% (n = 340,000). AID 504326; in the data active = activation above about 18%;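 also: 0% = vehicle-treated cells and 100% = reference agonist; values of inactives mirror those of a sister screen read the other way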
Ecoli viability = reduces bacterial viability in AddAB counter-screen; E. coli V3065 growth, OD600 absorbance, 18 h; inhibition, % at 11.9 µM; actives 0.27% (n = 330,000);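 active = inhibition above the campaign's mean inhibition across all tested compounds plus 3 SD, cut at about 9.9% in these data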;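 also: uninfected addAB+ strain grown without phage in ampicillin broth; 0% = DMSO wells and 100% = ciprofloxacin 0.95 µg/ml wells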
PfHsp90 set2 = inhibits growth of yeast expressing Plasmodium falciparum Hsp90; S. cerevisiae expressing PfHsp90, BacTiter-Glo ATP, 48 h; yeast lacking PDR1 and PDR3 efflux regulators; inhibition, % at 9.4 µM; actives 0.32% (n = 310,000);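 active = every replicate shows inhibition above about 80%, whatever the replicate mean, limit read from the data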;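 also: 0% = DMSO neutral controls and 100% = 20 µM radicicol positive controls; yeast relying on Plasmodium falciparum Hsp90 in place of its own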
* hit, by the source's call; . = no result given.

SMILES	HTR5A inv ag	OPRM1-OPRD1 inv	PKA-R2B activ	AddAB inh	PKA-R1A activ	SUMO Mot1 rescue	Tat transport	phage Ecoli inh	MOR-DOR ag	Ecoli viability	PfHsp90 set2
CS(=O)(=O)N(Cc1ccccc1)c1ccc(C(=O)NCCSCc2ccco2)cc1	3	18	3	1.9	3	-19	-5	2.3	-3.5	2.0	-8
CCOc1ccc(OCC)c(NC(=O)CCCN2C(=O)c3cccnc3C2=O)c1	-26	-2	-2	1.3	0	-14	-6	2.2	0.4	-1.0	5
Cc1ccccc1NC(=O)Cn1c(CCC(=O)O)ccc1-c1cccs1	6	4	1	-1.6	7	10	-6	2.2	-0.8	-2.6	0
O=S(=O)(NCc1cccs1)c1ccccc1Cl	-15	16	-6	0.7	-2	1	0	2.4	-2.8	-0.5	15
O=C(Nc1ccc2c(c1)OCO2)c1noc2c1CCCCC2	4	3	4	-0.1	0	-6	-9	4.5	-0.7	-1.9	-30
O=C(Nc1ccccc1)N1CCCC(c2nc(-c3cccs3)no2)C1 (stereo not given)	-20	0	4	-0.3	-9	-15	4	.	0.1	-2.2	24
Cc1cccc(N(CC(=O)NC(C)C)C(=O)CCC(=O)Nc2nccs2)c1	3	17	4	0.2	-11	11	-15	2.5	-3.5	-0.9	5
Cc1cc(=O)oc2c3c(cc(OCC(=O)NCCC(=O)N[C@@H](C)C(=O)O)c12)OC(C)(C)CC3	-15	14	-4	.	6	-4	19	4.4	-3.0	.	-10
Cc1ccc(O)c(N=Nc2nccs2)c1	-8	9	-9	1.0	-3	-4	5	0.0	-2.1	-4.4	112*
CC1CC(C)CN(S(=O)(=O)c2ccc(NC(=O)[C@@H]3CCCN3C(=O)c3cccs3)cc2)C1 (stereo not given in full)	15	6	-10	0.3	-5	-4	8	1.2	-1.3	0.2	-14
COc1ccc(C(=O)NC2CC2)cc1OC1CCN(Cc2ccc(F)cc2F)CC1	-3	10	13	1.3	1	229	-15	0.7	-2.0	-0.9	-1
CCOC(=O)C(C)n1cnc2sc3c(c2c1=O)CCC3 (stereo not given)	11	17	3	-2.1	0	4	-2	0.4	-3.1	-0.8	-9
Cc1ccc(C(=O)N/N=C/c2ccc(S(=O)(=O)O)o2)c(Cl)c1	2	13	10	2.9	-3	-8	-3	0.2	-3.0	-3.8	23
CC(C)(CO)NS(=O)(=O)c1ccc2c(c1)Cc1cc(S(=O)(=O)NC(C)(C)CO)ccc1-2	18	-1	2	2.1	-6	-15	9	2.3	0.3	0.8	-12
Cc1ccc(NC(=O)c2ccc(OC(=O)c3cc4ccccc4o3)cc2)cc1	3	10	4	-0.7	2	-12	0	0.8	-1.8	-0.8	-3
Cc1cc(C)n(CC(=O)NC2CCCN(Cc3ccc(Cl)cc3)C2)n1 (stereo not given)	11	-3	-5	5.4	13	-8	-4	0.9	0.7	0.4	-29
CC(C)CC(=O)NCCc1ccncc1	8	17	6	1.5	7	-5	-9	0.5	-3.5	-2.1	.
Cc1ccc(Nc2nnc(SCC(=O)NC3CCCc4ccccc43)s2)cc1 (stereo not given)	-6	-3	0	2.0	-2	3	-7	0.4	0.5	0.3	-33
O=C(C1=C[C@@H](c2csc3ccccc23)C[C@@H](OCc2ccc(CO)cc2)O1)N1CCOCC1	16	4	-10	2.1	-6	13	16	0.1	-0.8	-1.6	-15
COc1ccc(/C=N/NC(=O)c2cccc(OC(F)(F)C(F)F)c2)c(OC)c1OC	-9	2	0	0.0	2	90	7	2.1	-0.4	0.0	-18

Entries listed so far that have a halogen, in the order listed:
SMILES	HTR5A inv ag	OPRM1-OPRD1 inv	PKA-R2B activ	AddAB inh	PKA-R1A activ	SUMO Mot1 rescue	Tat transport	phage Ecoli inh	MOR-DOR ag	Ecoli viability	PfHsp90 set2
O=S(=O)(NCc1cccs1)c1ccccc1Cl	-15	16	-6	0.7	-2	1	0	2.4	-2.8	-0.5	15
COc1ccc(C(=O)NC2CC2)cc1OC1CCN(Cc2ccc(F)cc2F)CC1	-3	10	13	1.3	1	229	-15	0.7	-2.0	-0.9	-1
Cc1ccc(C(=O)N/N=C/c2ccc(S(=O)(=O)O)o2)c(Cl)c1	2	13	10	2.9	-3	-8	-3	0.2	-3.0	-3.8	23
Cc1cc(C)n(CC(=O)NC2CCCN(Cc3ccc(Cl)cc3)C2)n1 (stereo not given)	11	-3	-5	5.4	13	-8	-4	0.9	0.7	0.4	-29
COc1ccc(/C=N/NC(=O)c2cccc(OC(F)(F)C(F)F)c2)c(OC)c1OC	-9	2	0	0.0	2	90	7	2.1	-0.4	0.0	-18

New compounds follow
SMILES	HTR5A inv ag	OPRM1-OPRD1 inv	PKA-R2B activ	AddAB inh	PKA-R1A activ	SUMO Mot1 rescue	Tat transport	phage Ecoli inh	MOR-DOR ag	Ecoli viability	PfHsp90 set2
O=C(c1cccc(N2CCCC2=O)c1)N1CCOCC1	-15	9	10	1.2	1	2	-2	1.2	-1.8	0.7	4
COc1ccc(-n2cc(CNC3CCC(O)CC3)c(-c3cccc(F)c3)n2)cc1 (stereo not given)	-7	0	8	2.9	6	-17	-7	4.1	0.0	1.5	3
COc1cc(NCc2ccccc2O)c2ncccc2c1	-13	-16	0	.	4	.	-4	-2.9	2.9	.	6
CC1=C(C(=O)Nc2ccccc2C(F)(F)F)C(c2sccc2C)NC(=S)N1 (stereo not given)	10	1	4	1.9	2	-7	-7	3.0	-0.2	0.5	4
O=C(CSc1nc(Nc2ccccc2)nc(N2CCOCC2)n1)NC1CCCCC1	1	11	-2	-0.2	1	310	-2	-1.2	-2.2	0.9	-12
C=C(C)CN(CC)C(=O)CCc1nnc(CCCc2ccccc2)o1	-1	-8	13	2.8	5	2	1	1.9	1.5	1.7	18
O=C(NCc1ccc2c(c1)OCO2)C(C(=O)c1ccccc1)n1cc(Cl)ccc1=O (stereo not given)	5	10	-10	-2.2	-14	11	-14	3.9	-1.6	-2.1	5
COc1ccc(CNS(=O)(=O)c2ccc(C)cc2)cc1	-3	13	-1	1.1	-11	40	4	2.3	-2.3	1.8	.
Cc1ccc(S(=O)(=O)Nc2cc(=O)[nH]c(SCC(=O)Nc3ccccc3Cl)n2)cc1	-2	-20	0	.	-3	.	4	4.0	3.6	.	9
CC(C)(C)OC(=O)NCCNC(=O)c1cccs1	-10	0	6	1.1	7	5	-2	2.5	0.0	-0.9	-10
O=C(CN(CC1CCCO1)C(=O)CNS(=O)(=O)c1ccc(F)cc1)NC1CCCC1 (stereo not given)	-1	-14	-1	-1.1	7	7	7	1.8	1.7	0.8	0
O=c1[nH]c2cc3c(cc2cc1C(c1nnnn1C1CCCCC1)N1CCSCC1)OCCO3 (stereo not given)	-3	8	1	-1.0	-11	-4	-2	1.2	-1.6	-2.0	14
CCC(C)NC(=O)C1(C)CCC(=O)N1Cc1ccccc1OC (stereo not given)	3	14	8	1.8	-1	8	3	3.1	-2.7	2.9	.
O=C1Nc2ccc(Cl)cc2C12Nc1ccccc1-c1nnc(SCc3ccccc3F)nc1O2 (stereo not given)	4	50*	5	2.9	-1	-1	-3	3.0	-9.3	-2.5	-29
COc1ccc(OC)c(NC(=O)CSc2nncc(=O)n2N)c1	0	10	3	4.7	0	-6	-2	2.3	-1.9	0.5	6
Cc1ccccc1-n1ncc2c1CC(C)(C)CC2NC(=O)CCC(F)(F)F (stereo not given)	-10	-3	1	5.5	1	135	0	1.6	0.7	0.9	1
COc1cccc(N2CCN(C(=S)Nc3ccc(F)cc3)CC2)c1	-7	7	-8	1.7	-2	13	6	0.6	-1.4	-1.6	-15
O=C(N/N=C/c1ccco1)c1ccn[nH]1	-6	6	-1	4.9	8	-5	-11	3.0	-1.4	1.3	29
COc1cc(/C=N/NC(N)=O)c(Br)cc1OCC(=O)Nc1ccccc1C	-17	2	-3	0.9	-9	-2	9	2.0	-0.3	2.2	-24
CC(=O)N(CCC(c1ccccc1)c1ccco1)Cc1cccs1 (stereo not given)	-2	-5	-5	-0.9	-3	9	1	3.3	0.8	-1.1	4
CCCn1c(=O)c2[nH]c(-c3ccc(S(=O)(=O)O)cc3)nc2n(CCC)c1=O	-4	5	7	-4.6	-2	1	1	1.0	-0.9	-0.8	14
CC(C)(C)OC(=O)N[C@@H](CC(=O)OCc1ccccc1)C(=O)O	-21	0	14	-0.3	6	8	3	2.5	-0.1	-3.7	18
O=C(Nc1ccc(Oc2cccnc2)nc1)c1ccc(C(F)(F)F)cc1	4	2	-1	1.1	5	-4	1	0.8	-0.5	1.2	14
CCOC(=O)Cn1c(=NC(=O)c2sc3ccccc3c2Cl)sc2cc(S(N)(=O)=O)ccc21	-44	16	-1	4.8	-6	-9	-2	2.8	-2.9	-2.1	.
COc1ccc(CNc2cc(C)ccc2C)c(OC)c1OC	-22	-8	-5	2.6	1	8	3	3.7	1.4	0.8	7
CCNc1nc(SCCOc2ccccc2)nc(N(C)C)n1	-35	-7	5	-0.2	-1	7	-6	3.6	1.3	-1.1	4
CNc1snc(C)c1C(=O)OC(C)C(=O)c1ccc(F)cc1 (stereo not given)	5	7	-3	2.5	11	-11	0	0.9	-1.9	0.2	-27
COc1ccc(CCN=C(N)NS(=O)(=O)c2ccc(C)c(C)c2)cc1OC	2	10	3	2.0	-6	-6	0	4.2	-2.0	-0.2	2
COc1ccc(S(=O)(=O)NCc2ccc3c(c2)cc(C)n3C)cc1	11	11	-2	-1.4	1	-17	-15	0.7	-2.0	0.7	-12
COCCNCc1ccccc1	-3	-8	5	1.9	0	647*	18	0.4	1.3	-0.5	3

Rewritten with values under each structure: entries from further up.
Each structure is followed by: HTR5A inv ag | OPRM1-OPRD1 inv | PKA-R2B activ | AddAB inh | PKA-R1A activ | SUMO Mot1 rescue | Tat transport | phage Ecoli inh | MOR-DOR ag | Ecoli viability | PfHsp90 set2
- Cc1cccc(N(CC(=O)NC(C)C)C(=O)CCC(=O)Nc2nccs2)c1
    3 | 17 | 4 | 0.2 | -11 | 11 | -15 | 2.5 | -3.5 | -0.9 | 5
- Cc1cc(=O)oc2c3c(cc(OCC(=O)NCCC(=O)N[C@@H](C)C(=O)O)c12)OC(C)(C)CC3
    -15 | 14 | -4 | . | 6 | -4 | 19 | 4.4 | -3.0 | . | -10
- Cc1ccc(O)c(N=Nc2nccs2)c1
    -8 | 9 | -9 | 1.0 | -3 | -4 | 5 | 0.0 | -2.1 | -4.4 | 112*

(list continues)
SMILES	HTR5A inv ag	OPRM1-OPRD1 inv	PKA-R2B activ	AddAB inh	PKA-R1A activ	SUMO Mot1 rescue	Tat transport	phage Ecoli inh	MOR-DOR ag	Ecoli viability	PfHsp90 set2
CC1CCCN(CCC(=O)Nc2ccc(F)c(F)c2)C1 (stereo not given)	-7	-3	-4	2.0	3	-11	-7	1.4	0.6	2.5	13
CCCNC(=O)NC(=O)COC(=O)/C=C/c1cc(Br)ccc1F	-10	-2	-8	1.5	8	9	18	1.2	0.3	0.9	-2
Cc1ccc(NC(=O)c2oc3ccc(Br)cc3c2C)cc1S(=O)(=O)N1CCOCC1	-7	4	5	.	-2	.	0	2.6	-1.1	.	.
Cn1c(NCc2ccccc2Cl)nc2ccccc21	-1	8	-6	-0.1	0	-13	-1	0.5	-1.5	0.3	-35

Screening results deposited in PubChem by several laboratories.
